M. tuberculosis – growth inhibition of non-replicating M. tuberculosis (AID 488890); Mycobacterium tuberculosis non-replicating, growth inhibition; higher % means a stronger effect; one-dose inhibition, % at 25 µM; IC50 in µM for titrated hits; 0.39% of 320,000 active; in the data active means a potency from the dose series; inconclusive means inhibition mostly from about 82% at the one dose, without a potency; inactive means the rest, 99 in 100 with inhibition below about 76%;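 further: plate controls were DMSO cells for no effect and high antibiotic wells for full effect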
VEEV TC-83 Vero – inhibitors of VEEV TC-83 cytopathic effect, confirmation, Vero cells (AID 588727). Vero cells, VEEV TC-83 cytopathic effect inhibition; higher % means a stronger effect. inhibition, % at 20 µM; hits with a dose series show IC50 in µM. 0.13% of 350,000 active; in the data active means a potency from the dose series; inconclusive means inhibition mostly from about 14% at the one dose, without a potency; inactive means the rest, 99 in 100 with inhibition below about 12%; further: strong numbers were not always called active
Salmonella PhoP GFP – PhoP regulon inhibitors, Salmonella typhi PhoP promoter GFP reporter, confirmatory (AID 1850); Salmonella Typhi PhoP-promoter GFP reporter, fluorescence, 4 h; higher % means a stronger effect; one-dose inhibition, % at 50 µM; IC50 in µM for titrated hits; 0.33% of 310,000 active; in the data active means a potency from the dose series; inconclusive means inhibition mostly from about 25% at the one dose, without a potency; inactive means the rest, 99 in 100 with inhibition below about 19%;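 further: 0% = induced wells with vehicle and 100% = uninduced wells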
M. tuberculosis HTS – M. tuberculosis growth inhibition, HTS (AID 449762); M. tuberculosis H37Rv growth inhibition, 7H9 media; higher % means a stronger effect; inhibition, % at 25 µM; hits with a dose series show IC50 in µM; 0.59% of 330,000 active; in the data active means a potency from the dose series; inconclusive means inhibition above about 70% without an active follow-up result;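 further: bacterial growth assessed after seven days of incubation; strong numbers were not always called active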
H1N1 NS1A inhibition – H1N1 influenza NS1A inhibitors, functional cell based assay (AID 504329); 0.3% of 340,000 active; inhibition, % at 12.5 µM; hits with a dose series show IC50 in µM; NS1A functional cell-based assay, percent inhibition; higher % means a stronger effect; in the data active means a potency from the dose series; inconclusive means inhibition above about 27% without an active follow-up result; further: strong numbers were not always called active
VEEV TC-83 Vero 10K pilot screen – second read-out of VEEV TC-83 Vero, no call of its own (marks repeat the call); inhibition, %; measured here: 10K pilot screen inhibition
An asterisk follows results filed as active; i = inactive; u = inconclusive; x = not tested or not shown.

SMILES | M. tuberculosis | VEEV TC-83 Vero | Salmonella PhoP GFP | M. tuberculosis HTS | H1N1 NS1A inhibition | others
COc1ccc(NC(=O)CSc2nncn2C)cc1 | 5% | 0.8% | 8% | -3% | -1%
CN(C)S(=O)(=O)N1CCC(Oc2ccc(C(=O)NCC(C)(C)CO)cc2)CC1 | -1% | 2.0% | 15% | -1% | -2%
Cc1ccc(CNc2c(C=O)c(=O)[nH]c3ccccc23)cc1 | 30% | 0.9% | -2% | -7% | -3%
COc1ccc(C2NC(=O)NC(C)=C2C(=O)Nc2cc(C)ccc2C)cc1OC (stereo not drawn) | 0% | 0.8% | -13% | 2% | -8%
CC(C)(C)NC(=O)C1CCN(S(=O)(=O)c2cccc3nsnc23)CC1 | -5% | 1.6% | -5% | -2% | -1%
CC1=C(CC[C@@H](C)CO)OC2CC3C4CCC5CC(O)CCC5(C)C4CC(=O)C3(C)C12 (stereo partly drawn) | 30% | 5.9% | -6% | -8% | -1%
CC(c1nc2ccccc2c(=O)[nH]1)N1CCOCC1 (stereo not drawn) | -16% | 0.7% | -1% | -6% | 1%
Cc1ccc(NC(=O)CSc2nnc([C@@H](N)Cc3c[nH]c4ccccc34)o2)c(C)c1 | -7% | 2.9% | 9% | 0% | 0%
CC1=CSC2=NC(=O)/C(=C\c3cccn3-c3ccc([N+](=O)[O-])cc3)C(=N)N12 | -8% | 1.9% | -6% | 1% | 0%
Cc1cc(C)c(NC(=O)/C(=C/c2ccccc2)c2ccccc2)c(C)c1 | 40% | 1.0% | -9% | 19% | -3%
COc1ccc(C)cc1NC(=O)CSc1ccc(-c2sc(C)nc2C)nn1 | 61% | 11% | 10% | 11% | 20%
O=C(Cn1nnc(-c2ccccc2)n1)N1CCN(S(=O)(=O)c2ccc(Cl)cc2)CC1 | -6% | 4.8% | 7% | 1% | 2%

The final 5 records of the part above are carried over, then new ones follow:
SMILES | M. tuberculosis | VEEV TC-83 Vero | Salmonella PhoP GFP | M. tuberculosis HTS | H1N1 NS1A inhibition | others
Cc1ccc(NC(=O)CSc2nnc([C@@H](N)Cc3c[nH]c4ccccc34)o2)c(C)c1 | -7% | 2.9% | 9% | 0% | 0%
CC1=CSC2=NC(=O)/C(=C\c3cccn3-c3ccc([N+](=O)[O-])cc3)C(=N)N12 | -8% | 1.9% | -6% | 1% | 0%
Cc1cc(C)c(NC(=O)/C(=C/c2ccccc2)c2ccccc2)c(C)c1 | 40% | 1.0% | -9% | 19% | -3%
COc1ccc(C)cc1NC(=O)CSc1ccc(-c2sc(C)nc2C)nn1 | 61% | 11% | 10% | 11% | 20%
O=C(Cn1nnc(-c2ccccc2)n1)N1CCN(S(=O)(=O)c2ccc(Cl)cc2)CC1 | -6% | 4.8% | 7% | 1% | 2%
CC(C)CN(C(=O)COC(=O)C1=COCCO1)c1c(N)n(Cc2ccccc2)c(=O)[nH]c1=O | x | 2.2% | -7% | 1% | -9%
O=C(NCc1ccncc1)c1cc2ccccc2nc1Cl | 2% | 2.5% | 0% | 1% | 8%
Cc1ccc(S(=O)(=O)c2cc3c(=O)n4ccccc4nc3n(C3CCCC3)c2=N)cc1 | -8% | i | -21% | 13% | -17%
O=C(COC(=O)c1cnccn1)NCCc1ccc(Cl)cc1 | x | 1.2% | x | x | -14%
c1ccc2c(c1)Nc1ccccc1S2 | 17% | 2.0% | -1% | u | 4%
Cc1cccc(Nc2nnc(SCC(=O)N(C)C3CCS(=O)(=O)C3)s2)c1C (stereo not drawn) | -14% | 1.7% | -2% | 8% | -5%
CC(C)c1ccc(OCc2ccc(C(=O)NN3CCN(C)CC3)o2)cc1 | 33% | 0.2% | -8% | 2% | -5%
CC(=O)NCCn1c(SCc2ccc(C)cc2C)nc2ccccc2c1=O | 16% | i | -1% | -8% | -2%
CC(C)(C)OC(=O)N[C@@H](COCc1ccccc1)C(=O)N[C@@H](CO)[C@H](O)[C@@H]1C[C@@H]1C(=O)N1CCCC1 | 5% | i | 10% | -2% | 16%
O=C(c1cc(F)ccc1F)C1CCCN(C(=O)c2ccc(F)cc2Cl)C1 (stereo not drawn) | 27% | i | 0% | 6% | 0%
CC[C@@H]1C(c2ccccc2)=NN(c2ccccc2)[C@H]1C(=O)N1CCOC1=O | x | 1.3% | x | x | 8%
O=S(=O)(c1ccc(S(=O)(=O)N(Cc2ccccc2)Cc2ccco2)cc1)N1CCCC1 | 8% | i | -3% | -5% | 1%
Cc1ccc(C(=O)NC(C)c2ccc(C)c(C)c2)s1 (stereo not drawn) | 51% | i | 5% | -1% | 8%
COc1ccc(C2NN=C(c3c[nH]c4ccccc34)C2O)cc1 (stereo not drawn) | 29% | 3.8% | 13% | 4% | 4%
Cc1cc(NC(=O)NC(=O)c2ccccc2F)no1 | 15% | 2.4% | -8% | -1% | 15%
COc1cc(-c2noc(C)c2C(=O)NCCO)cc(OC)c1OC | -3% | 0.2% | -21% | 2% | -2%
COC(=O)c1cccc(Nc2ncnc3sccc23)c1 | 24% | 3.6% | 7% | 0% | 4%
CCC(c1nnc(SCC(=O)Nc2ccc(C(N)=O)cc2)n1Cc1ccccc1)N(C)C (stereo not drawn) | -6% | 3.0% | -3% | 0% | -4%
COc1oc(-c2ccccc2)nc1C(F)(F)F | -18% | 0.9% | -12% | -11% | 0%
CC(C)C(NC(=O)c1ccco1)C(=O)OCC(=O)c1ccccc1 (stereo not drawn) | -2% | 1.8% | 3% | -4% | 4%
COc1cc(CC(=O)NNC(=O)c2cc(C)oc2C)cc(OC)c1OC | -1% | 0.8% | -6% | -1% | -6%
COc1cc(/C=C2/C(=O)N(c3ccccc3)N=C2C)ccc1OS(=O)(=O)c1ccccc1 | u | x | 2% | 11% | x
C/C(=N\NC(=O)c1ccc(F)cc1)c1ccc(NC(=O)Cc2ccccc2)cc1 | 1% | 0.8% | -11% | 1% | -9%
O=C(NCCOc1cccc2cccnc12)c1cccs1 | -5% | 0.6% | -1% | -3% | 11%

Four successive compounds from above, for reference:
SMILES | M. tuberculosis | VEEV TC-83 Vero | Salmonella PhoP GFP | M. tuberculosis HTS | H1N1 NS1A inhibition | others
CCC(c1nnc(SCC(=O)Nc2ccc(C(N)=O)cc2)n1Cc1ccccc1)N(C)C (stereo not drawn) | -6% | 3.0% | -3% | 0% | -4%
COc1oc(-c2ccccc2)nc1C(F)(F)F | -18% | 0.9% | -12% | -11% | 0%
CC(C)C(NC(=O)c1ccco1)C(=O)OCC(=O)c1ccccc1 (stereo not drawn) | -2% | 1.8% | 3% | -4% | 4%
COc1cc(CC(=O)NNC(=O)c2cc(C)oc2C)cc(OC)c1OC | -1% | 0.8% | -6% | -1% | -6%

(further entries)
SMILES | M. tuberculosis | VEEV TC-83 Vero | Salmonella PhoP GFP | M. tuberculosis HTS | H1N1 NS1A inhibition | others
CCC(C)N1CCCC1C(=O)Nc1c(C)cc(C)cc1C (stereo not drawn) | 8% | i | -20% | 3% | -11%
COC(=O)C1=C(SC)N(c2ccc(OC)cc2)C(c2ccccc2)CC1=O (stereo not drawn) | -11% | i | 0% | -3% | 2%
COc1ccc(S(=O)(=O)NCC2CCCN(Cc3cccc(C(C)=O)c3)C2)cc1 (stereo not drawn) | 25% | 0.2% | 1% | 1% | 2%
CCC(C)Sc1ccc([C@H]2N[C@@](C)(C(=O)OC)[C@H]3C(=O)N(C)C(=O)[C@@H]23)cc1 (stereo partly drawn) | 1% | i | x | 0% | -6%
COc1ccccc1Oc1cc(F)nc(N)n1 | 4% | 1.2% | 0% | 6% | -9%
Cc1cccc(-c2nc(CN3CCCC(C(=O)NC4CCCC4)C3)c(C)o2)c1 (stereo not drawn) | 47% | 1.0% | 10% | 6% | -16%
CC1(C)CC(=O)C=C(Nc2ccc(O)c(C(=O)O)c2)C1 | -3% | 0.1% | 2% | -3% | 1%
CCN1CCN(Cc2nc3c(c(=O)n(C)c(=O)n3C)n2C(C)C(C)=O)CC1 (stereo not drawn) | -9% | 1.3% | -9% | -11% | x
CCCc1cc(=O)oc2c(C)c(OCC(=O)Nc3cccnc3)ccc12 | 8% | 3.5% | 10% | 3% | 3%
CC1CCCC(C)N1C(=O)COC(=O)c1cc(=O)[nH]c2ccccc12 (stereo not drawn) | -1% | 1.2% | x | -5% | -18%
CCN1c2ccccc2-c2nc3ccccc3n2C1c1cccs1 (stereo not drawn) | 22% | 0.4% | 7% | 2% | -15%
COc1cc(O)c(CCC(=O)c2cc(OC)c(OC)c(OC)c2)c(OC)c1 | 4% | 10% | -8% | 2% | -10%
O=CN1CCN(C(=S)Nc2ccc(OC(F)F)cc2)CC1 | -8% | i | 2% | -12% | -7%
O=C(Cc1ccc(Br)cc1)NC1CCN(Cc2ccccc2)CC1 | 18% | i | 3% | 22% | 8%
CC(NC(=O)Cc1cccs1)C(c1cccs1)N1CCOCC1 (stereo not drawn) | -5% | i | 13% | -5% | -4%
CC(C)(CC(=O)O)CC(=O)NCc1c(Cl)cccc1Oc1ccccc1 | 3% | 12% | 0% | 0% | 1%
CS(=O)(=O)N(CC(=O)NC1CCCCC1)Cc1ccc(Cl)cc1 | -3% | 3.2% | -1% | 3% | 21% | VEEV TC-83 Vero 10K pilot screen=0.6
COc1ccccc1NC(=O)CN1CCSc2ccccc21 | 8% | 0.7% | -14% | 4% | -1%
O=C(c1cc(F)ccc1F)N1CCC(N2CCC(C(=O)N3CCCC3)CC2)CC1 | -5% | 0.7% | 8% | 0% | 4%
O=C(O)CCCN1C(=O)C(=O)/C(=C(/O)c2ccccc2)C1/C=C/c1ccccc1 (stereo not drawn) | -22% | 0.7% | -12% | -4% | -75%
O=C(/C=C\c1ccccc1)Nc1ccc(NC(=O)c2ccco2)cc1 | -13% | 2.4% | -3% | 14% | 1%
O=C(CCNC(=O)C1CCN(S(=O)(=O)c2ccccc2)CC1)NC1CC1 | 0% | 1.4% | -3% | -1% | -11%
N#C/C(=N\Nc1ccc(F)cc1)C(=N)N1CCCCCC1 | -1% | 1.3% | 2% | -6% | 0%
Cc1ccccc1NC(=O)CN1C(=S)NC(C)(C)CC1C (stereo not drawn) | 20% | 0.3% | -8% | 0% | 0%
COC(=O)CSc1nc2cc3c(cc2cc1C#N)OCO3 | -3% | 1.4% | 1% | 0% | -1%
Nc1nnc(SCC(=O)c2ccc3ccccc3c2)s1 | 2% | i | -1% | -6% | -2%
CCOc1ccc2[nH]c(=O)c(CN(CCOC)C(=O)N3CCOCC3)cc2c1 | 6% | 1.6% | 4% | -11% | 8%
COc1ccc(S(=O)(=O)N2CCC(C(=O)N3CCc4ccccc4C3)CC2)cc1C | 10% | i | -2% | -5% | 6%
O=C(Oc1ccc2c(c1)OCO2)c1ccc(Br)c(S(=O)(=O)N2CCOCC2)c1 | u | 0.8% | -2% | u | 12%
O=C(CC(c1ccccc1O)N1CCCCC1)N1CCCCC1 (stereo not drawn) | -15% | 1.7% | 5% | -10% | 5%
NCC12CC3CC(CC(O)(C3)C1)C2 | 3% | 0.2% | 1% | 0% | -6%
Cc1[nH]c(=O)[nH]c(=O)c1S(=O)(=O)Nc1ccc(F)c(Cl)c1 | -15% | 2.2% | 6% | 8% | -6%
Cc1ccc(C)c(NC(=O)C2(C)CC3c4ccccc4C2c2ccccc23)c1 (stereo not drawn) | 7% | i | 0% | -3% | -7% | VEEV TC-83 Vero 10K pilot screen=0.1
CCCC1CCC(C(=O)n2nc(N)c3cc4ccc(OC)cc4nc32)CC1 (stereo not drawn) | x | 1.2% | -11% | -1% | -2%
CCOC(=O)C1=C(C)NC(=O)NC1c1cccnc1 (stereo not drawn) | -11% | 0.2% | -8% | -3% | -11%
Cc1ccoc1C(=O)Nc1ccc(CC(=O)O)cc1 | 1% | 0.1% | -3% | 2% | -1%
CC(C)C(=O)N=c1sc2cc(F)cc(F)c2n1C | 4% | i | 8% | -9% | 25%
CC(C)c1ccccc1-n1c(SCC(=O)N2CCN(c3ccccc3)CC2)nnc1-c1cccnc1 | 23% | 1.4% | 1% | 3% | -2%
O=C(OC1CCCCC1=O)c1cccc(S(=O)(=O)N2CCCCC2)c1 (stereo not drawn) | -2% | 0.9% | -2% | 5% | -7%
NC(=O)CN(Cc1ccccc1)S(=O)(=O)c1ccc2c(c1)OCCO2 | -5% | 3.5% | -6% | 12% | -3%
O=C(CCSc1nnc(-c2ccccc2)o1)N1CCOCC1 | 4µM* | 1.3% | -9% | u | 7%
Cc1ccc2c(c1)CCCN2C(=O)CCc1nc2ccccc2c(=O)[nH]1 | 27% | 6.4% | x | 5% | -1%
Cc1[nH][nH]c(=O)c1N=Nc1ccc(Br)c(Cl)c1 | u | 1.2% | 13% | u | -13%
COCCN(C(=O)Cc1cccs1)C(C(=O)NCc1ccc(OC)cc1)c1ccccc1 (stereo not drawn) | -3% | 0.6% | -6% | -15% | 8%

Screening data deposited in PubChem by Southern Research Specialized Biocontainment Screening Center.
